Screening results deposited in PubChem by National Center for Advancing Translational Sciences (NCATS).
MCF10A rereplic: induces DNA re-replication in MCF 10a normal breast cells | MCF 10A DNA re-replication, Hoechst nuclear intensity, 48 h | Potency, µM (titrated, usually from 46.1 µM), for inactives: top-dose activity, positive = re-replication, actives largely listed as activators | 350,000 compounds, 2.9% hits; note: potency is the fitted concentration of half-maximal effect; % of control where 0% means no effect; nearly all actives have a fitted effect of over 50% in size
KB-V1 MDR tox: KB-V1 MDR subline cytotoxicity. Potency, µM (highest dose often 46.1 µM), without a hit: top-dose activity change, negative = cytotoxicity, usual class: cytotoxic. 400,000 compounds, 3.4% hits. AID 1347076. KB-V1 MDR cells viability, CellTiter-Glo, 72 h; note: potency is the fitted concentration of half-maximal effect; % is set by controls: 0 for no effect and ±100 for the full control effect; nearly all actives have a fitted effect of over 60% in size
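Drug-selected KB-V1 cells, grown in DMEM lacking phenol red with 10% FBS, receive compound titrations; after three days at 37 degrees C, surviving cell ATP is quantified by CellTiter-Glo luminescence and responses normalized and curve-fitted.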
GLP1R cytotox: cytotoxicity counter-screen for GLP-1 receptor inverse agonists. HEK293 cAMP-luciferase reporter cells, luminescence, 24 h. Potency, µM (titrated, usually from 38.3 µM), without a hit: at the highest dose activity change, negative = inhibition, most hits filed as inhibitors. 410,000 compounds, 0.13% hits. AID 624418;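 note: loss of luciferase light is scored as toxicity; potency is the fitted concentration of half-maximal effect; % is set by controls: 0 for no effect and ±100 for the full control effect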
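Here, cytotoxicity is scored as loss of luminescence. The MLSMR collection was tested on cells seeded in medium containing 10% Nu serum, with a 24 hr compound exposure preceded by 12 hours of culture.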
SW480 rereplic: DNA re-replication induction in SW480 cells. 340,000 compounds, 1.8% hits. SW480 DNA re-replication, Hoechst DNA content imaging, 48 h. Potency, µM (titrated, usually from 46.1 µM), for inactives: at the highest dose re-replication activation, most hits filed as activators; note: potency is the fitted concentration of half-maximal effect; % of control where 0% means no effect; nearly all actives have a fitted effect of over 55% in size
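Per well, 250 cells were exposed to pinned compound for 48 hr. Nuclear DNA was visualised with Hoechst (40 min, 37 C) and total object intensity recorded by fluorescence scanning.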
DRD3 agonist: agonists of human D3 dopamine receptor; 410,000 compounds, 0.58% hits; D3R DiscoveRx beta-arrestin cells, luminescence, 90 min; AID 652048; max activation, %; in the data active = max activation above about 30%; note: 0% is about no effect; mostly tested at two doses, the higher about 12 µM
Target sequence (P35462 whole entry, looked up): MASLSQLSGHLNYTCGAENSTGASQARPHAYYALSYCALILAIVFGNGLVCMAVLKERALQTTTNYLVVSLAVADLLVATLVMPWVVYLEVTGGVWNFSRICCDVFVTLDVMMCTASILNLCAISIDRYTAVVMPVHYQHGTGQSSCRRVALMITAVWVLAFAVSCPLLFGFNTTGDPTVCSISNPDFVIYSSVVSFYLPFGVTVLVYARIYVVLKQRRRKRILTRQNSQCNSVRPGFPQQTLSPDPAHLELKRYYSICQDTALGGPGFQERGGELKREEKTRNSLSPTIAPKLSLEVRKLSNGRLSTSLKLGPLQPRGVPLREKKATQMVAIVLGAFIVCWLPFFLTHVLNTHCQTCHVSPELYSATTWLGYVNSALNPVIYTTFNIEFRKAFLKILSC
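Agonist mode: compounds and dopamine controls were applied to plated cells for 90 min at 37 degrees C after an overnight attachment at 1500 cells/well. Luminescent read-out followed 30 - 60 minutes at room temperature with DiscoveRx detection reagent.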
HT1080NT lethal: kills 2HG-producing HT-1080-NT fibrosarcoma cells; AID 686970; Potency, µM (top dose mostly 46.1 µM), for inactives: at the top dose activity, negative = less viability, most hits filed as cytotoxic; 360,000 compounds, 1.6% hits; HT-1080-NT fibrosarcoma viability, CellTiter-Glo ATP luminescence, 48 h;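 note: NT is the 2HG producing partner of a matched IDH1 knockdown line; potency is the fitted concentration of half-maximal effect; 0% = DMSO-treated cells and -100% = media-only wells without cells; nearly all actives have a fitted effect of over 55% in size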
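HT-1080-NT fibrosarcoma cells (2HG-overproducing), 750 cells/well in RPMI with 5% FBS, dosed after 2 h and incubated 48 h at 37C. CellTiter-Glo luminescence normalized to DMSO and no-cell wells; concentration-response curves fitted and classed.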
IL1B secr inh: blocks inflammasome-driven IL-1 beta release. THP-1 LPS/ATP IL-1B secretion, AlphaLISA, 16 h; stronger effect = lower value. activity change, % at 57.5 µM. 360,000 compounds, 4.7% hits. AID 743279; in the data active = activity change below about -50%; inconclusive = mostly about -30% to -49%; note: % is set by controls: 0 for no effect and ±100 for the full control effect
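Secreted IL-1B measured by AlphaLISA bead assay after 16 h compound exposure of THP-1 cells; compounds (final up to 57.5 uM) added 1 h before LPS (250 ng/mL) and ATP (1.25 mM) stimulation; lower signal means less secretion.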
HT1080 IDH1KD tx: toxicity to HT-1080 IDH1 knockdown cells (counter line) | HT-1080 IDH1 knockdown viability, ATP luminescence, 48 h | Potency, µM (doses to about 46.1 µM), inactives show at the top dose activity, negative = toxicity, most hits filed as cytotoxic | 360,000 compounds, 2% hits;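 note: potency is the fitted concentration of half-maximal effect; 0% = DMSO wells and -100% = cell-free medium wells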
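Knockdown cells (IDH1KD HT-1080) received compounds 2 h after plating at 750 cells/well and were kept 48 h at 37 °C in 5% FBS RPMI. A CellTiter-Glo luminescence read gave % activity for curve fitting.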
KB-3-1 tox: KB-3-1 parental cell cytotoxicity; AID 1347075; Potency, µM (top dose mostly 46.1 µM), for the others: at the highest dose activity change, negative = cytotoxic, actives largely listed as cytotoxic; 400,000 compounds, 1.4% hits; KB-3-1 viability, CellTiter-Glo ATP luminescence, 72 h; note: potency is the fitted concentration of half-maximal effect; % is set by controls: 0 for no effect and ±100 for the full control effect; nearly all actives have a fitted effect of over 60% in size
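Parental KB-3-1 viability, qHTS format: 72 h compound exposure, 37 °C; CellTiter-Glo; media-only wells and DMSO plates as controls; concentration-effect fits on corrected data.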
Active calls of the source: *; & = joins results of further samples; [ ] = dose if it differs, or a comment. Unless noted, calls come from the whole dose curve; as a rule, active = well fitted curve in the direction sought with a large enough effect; inconclusive = small, poorly fitted or top-dose-only effect, or another doubt; inactive = no such curve, though single readings can be large; an effect the other way counts as inactive or inconclusive. Outcome played no part in choosing rows; any-hit rate near 11%.

`COc1ccc(OC)c(C(=O)COC(=O)CNC(=O)C2CCCCC2)c1` gave MCF10A rereplic -2%, KB-V1 MDR tox 23%, GLP1R cytotox 2%, SW480 rereplic 1%, DRD3 agonist -4, HT1080NT lethal -2%, IL1B secr inh 4, HT1080 IDH1KD tx -6% and KB-3-1 tox 10%.
`Cc1csc(SCCn2c(N3CCCC3)nc3c2c(=O)[nH]c(=O)n3C)n1` gave MCF10A rereplic 9%, KB-V1 MDR tox -4%, GLP1R cytotox 59%, SW480 rereplic 0%, DRD3 agonist -8, HT1080NT lethal 3%, IL1B secr inh 13, HT1080 IDH1KD tx -2% and KB-3-1 tox -6%.
`Cc1ccc(NC(=O)COC(=O)C2(CC(=O)NC(C)C)CCCC2)cc1C` gave MCF10A rereplic 17%, KB-V1 MDR tox -8%, GLP1R cytotox -3%, SW480 rereplic -8%, DRD3 agonist -9, HT1080NT lethal 2%, IL1B secr inh -11, HT1080 IDH1KD tx -2% and KB-3-1 tox -7%.
Nc1ncnc2c(C3OC(CO)C(O)C3O)c[nH]c12 (stereo unspecified) was read as MCF10A rereplic inconclusive, KB-V1 MDR tox 0.29µM*, GLP1R cytotox -50%, SW480 rereplic 0.21µM*, DRD3 agonist 1, HT1080NT lethal 0.23µM*, IL1B secr inh -104*, HT1080 IDH1KD tx 0.15µM* and KB-3-1 tox 0.18µM*.
Screening CCOc1ccc(NC(=O)c2ccc3nccnc3c2)cc1 returned MCF10A rereplic 4%, KB-V1 MDR tox 0%, GLP1R cytotox -3%, SW480 rereplic 1%, DRD3 agonist 2, HT1080NT lethal 0%, IL1B secr inh 10, HT1080 IDH1KD tx -7% and KB-3-1 tox -3%.
`COc1ccc(C(=O)/C=C/C(=O)N(CC(=O)NC2CCCCC2)Cc2ccccc2)c(O)c1` gave MCF10A rereplic inconclusive, KB-V1 MDR tox 0%, GLP1R cytotox -21%, SW480 rereplic 6.5µM*, DRD3 agonist -31, HT1080NT lethal 3.7µM*, IL1B secr inh -100*, HT1080 IDH1KD tx 3.7µM* and KB-3-1 tox inconclusive.
CC(C)(C)C(=O)NC(=S)Nc1ccc(F)cc1 was read as MCF10A rereplic 13%, KB-V1 MDR tox -16%, GLP1R cytotox -9%, SW480 rereplic -147%[inhibitor], DRD3 agonist 4, HT1080NT lethal -2%, IL1B secr inh -8, HT1080 IDH1KD tx 2% and KB-3-1 tox -1%.
Screening Cc1cc(-c2ccc3ccccc3c2)n2ncnc2n1 returned MCF10A rereplic 1%, KB-V1 MDR tox inconclusive, GLP1R cytotox 9%, SW480 rereplic -52%[inhibitor], DRD3 agonist -3, HT1080NT lethal 10%, IL1B secr inh 5, HT1080 IDH1KD tx 12% and KB-3-1 tox 2%.
Cc1cc(S(=O)(=O)N2CCOCC2)ccc1OCC(=O)NCc1ccco1 was read as MCF10A rereplic -22%, KB-V1 MDR tox 4%, GLP1R cytotox -6%, SW480 rereplic -45%[inhibitor], DRD3 agonist 8, HT1080NT lethal 0%, IL1B secr inh -5, HT1080 IDH1KD tx 1% and KB-3-1 tox -1%.
Screening NS(=O)(=O)c1ccc(CCNC(c2ccccc2)c2ccccc2)cc1 returned MCF10A rereplic inconclusive, KB-V1 MDR tox inconclusive, GLP1R cytotox 12%, SW480 rereplic -4%, DRD3 agonist -13, HT1080NT lethal -13%, IL1B secr inh -9, HT1080 IDH1KD tx -25% and KB-3-1 tox -16%.
Screening Cc1ccc(-n2ncc3c2CC(C)(C)CC3NC(=O)CCc2ccncc2)cc1 (stereo unspecified) returned MCF10A rereplic -2%, GLP1R cytotox -26%, SW480 rereplic 2%, DRD3 agonist 2, HT1080NT lethal 4%, IL1B secr inh -5 and HT1080 IDH1KD tx 4%.
For COc1cc(Cl)c(C)cc1NC(=O)c1cc2c(s1)-c1c(C)cccc1OC2 the results were KB-V1 MDR tox 8%, GLP1R cytotox 7%, DRD3 agonist 18 and KB-3-1 tox 1%.
For CCn1cc(C(=O)NCCCOC(C)C)c(=O)c2cc(S(=O)(=O)N3CCOCC3)ccc21 the results were MCF10A rereplic 1%, KB-V1 MDR tox -1%&-13%, GLP1R cytotox 4%&-11%, SW480 rereplic -4%, DRD3 agonist 8&3, HT1080NT lethal 1%, IL1B secr inh -12, HT1080 IDH1KD tx -1% and KB-3-1 tox 0%&-4%.
`O=C(c1ccccc1-c1nc2ccccc2[nH]1)N1CCCCC1` gave MCF10A rereplic -9%, KB-V1 MDR tox -18%, GLP1R cytotox 1%, SW480 rereplic 0%, DRD3 agonist 1, HT1080NT lethal 7%, IL1B secr inh -3, HT1080 IDH1KD tx 8% and KB-3-1 tox 24%.
Screening Cc1cc(C)n2c(SCC(=O)Nc3cc(C)on3)nnc2n1 returned MCF10A rereplic 12%, KB-V1 MDR tox 3%, GLP1R cytotox 2%, SW480 rereplic -1%, DRD3 agonist 1, HT1080NT lethal 15%, IL1B secr inh -10, HT1080 IDH1KD tx 18% and KB-3-1 tox 2%.
Screening Cc1ccc(-c2nc(CN(Cc3c(C)nn(C)c3C)C(C)C)c(C)o2)o1 returned MCF10A rereplic -7%, KB-V1 MDR tox -22%, GLP1R cytotox 10%, SW480 rereplic 0%, DRD3 agonist -8, HT1080NT lethal 1%, IL1B secr inh 6, HT1080 IDH1KD tx -3% and KB-3-1 tox 9%.
COC(=O)CN1C(=S)N(c2ccc(Cl)cc2)C(=O)C1CC(=O)Nc1ccc(Cl)cc1 (stereo unspecified) was read as MCF10A rereplic inconclusive, KB-V1 MDR tox 20%, GLP1R cytotox -12%, SW480 rereplic -3%, DRD3 agonist 2, HT1080NT lethal inconclusive, IL1B secr inh -1, HT1080 IDH1KD tx inconclusive and KB-3-1 tox -10%.
CN(C)C(=O)c1ccc(NC(=O)c2cc(-c3ccco3)nc3ccccc23)cc1 was read as MCF10A rereplic 14%, KB-V1 MDR tox 12%, GLP1R cytotox -8%, SW480 rereplic 1%, DRD3 agonist 5, HT1080NT lethal 1%, IL1B secr inh 0, HT1080 IDH1KD tx -1% and KB-3-1 tox inconclusive.
Screening CC(/C=N/NC(=O)c1cc(C(C)(C)C)[nH]n1)=C\c1ccccc1 returned MCF10A rereplic inconclusive, KB-V1 MDR tox inconclusive, GLP1R cytotox inconclusive, SW480 rereplic 2%, DRD3 agonist -3, HT1080NT lethal inconclusive, IL1B secr inh -22, HT1080 IDH1KD tx inconclusive and KB-3-1 tox inconclusive.
Screening CCOC(=O)c1ccc(N2C(=O)CC(N3CCC(C(=O)OCC)CC3)C2=O)cc1 (stereo unspecified) returned MCF10A rereplic 21%, KB-V1 MDR tox 16%, GLP1R cytotox 13%, SW480 rereplic -1%, DRD3 agonist 8, HT1080NT lethal 11%, IL1B secr inh 22, HT1080 IDH1KD tx 2% and KB-3-1 tox 17%.
Screening Cc1ccc(C)c(S(=O)(=O)N2CCCOC2CNC(=O)C(=O)NC2CC2)c1 (stereo unspecified) returned MCF10A rereplic 3%, KB-V1 MDR tox -5%, GLP1R cytotox -6%, SW480 rereplic -6%, DRD3 agonist 5, HT1080NT lethal 1%, IL1B secr inh 4, HT1080 IDH1KD tx 7% and KB-3-1 tox 17%.
`CCN(CC)c1nc2c(c(=O)n(C)c(=O)n2C)n1CC(=O)c1ccccc1` gave MCF10A rereplic 1%, KB-V1 MDR tox -7%, GLP1R cytotox 8%, SW480 rereplic -31%[inhibitor], DRD3 agonist -12, HT1080NT lethal -5%, IL1B secr inh 43, HT1080 IDH1KD tx 5% and KB-3-1 tox -9%.
Screening COC(=O)c1sc(NC(=O)C2CCCCC2C(=O)O)c(C(=O)OC)c1C (stereo unspecified) returned MCF10A rereplic 0%, KB-V1 MDR tox 3%, GLP1R cytotox -10%, SW480 rereplic -10%, DRD3 agonist 8, HT1080NT lethal 14%, IL1B secr inh 24, HT1080 IDH1KD tx 18% and KB-3-1 tox -9%.
`CNC(=O)c1c(NC(=O)CCS(=O)(=O)c2ccc(F)cc2)sc(C)c1C` gave MCF10A rereplic -4%, KB-V1 MDR tox inconclusive, GLP1R cytotox -8%, SW480 rereplic -7%, DRD3 agonist 1, HT1080NT lethal 1%, IL1B secr inh 4, HT1080 IDH1KD tx 10% and KB-3-1 tox 3%.
Screening COc1ccc(CCN(C)C(=O)c2c(C)noc2C)cc1OC returned MCF10A rereplic -5%, KB-V1 MDR tox 11%, GLP1R cytotox -11%, SW480 rereplic -15%, DRD3 agonist -3, HT1080NT lethal 4%, IL1B secr inh -8, HT1080 IDH1KD tx -4% and KB-3-1 tox 13%.
Screening CCN(CC)c1ccc(C2Nc3cccc4cccc(c34)N2)cc1 returned MCF10A rereplic -24%, KB-V1 MDR tox 13%, GLP1R cytotox -19%, SW480 rereplic -20%[1.84 µM], DRD3 agonist 8, HT1080NT lethal -13%, IL1B secr inh -8, HT1080 IDH1KD tx -6% and KB-3-1 tox -3%.
Screening Cc1ccc(NC(=O)CSCc2nc3c(nnn3Cc3ccc(F)cc3)c(=O)[nH]2)c(C)c1 returned MCF10A rereplic 5%, KB-V1 MDR tox -3%, GLP1R cytotox -6%, SW480 rereplic inconclusive, DRD3 agonist 1, HT1080NT lethal inconclusive, IL1B secr inh 18, HT1080 IDH1KD tx inconclusive and KB-3-1 tox 17%.
For CCOC(=O)c1cnc(Nc2ccc(OCC)cc2)nc1C the results were MCF10A rereplic inconclusive, KB-V1 MDR tox 1%, GLP1R cytotox -5%, SW480 rereplic -8%, DRD3 agonist 1, HT1080NT lethal 7%, IL1B secr inh -4, HT1080 IDH1KD tx 23% and KB-3-1 tox 6%.
